SENP8 block-1: inhibitors of human SENP8 protease. 1.2% of 330,000 active. inhibition, % at 10 µM. AID 2540. purified SENP8, Z-RLRGG-aminoluciferin cleavage, luminescence; in the data active = inhibition above about 50%
Target sequence (Q96LD8 whole entry, looked up): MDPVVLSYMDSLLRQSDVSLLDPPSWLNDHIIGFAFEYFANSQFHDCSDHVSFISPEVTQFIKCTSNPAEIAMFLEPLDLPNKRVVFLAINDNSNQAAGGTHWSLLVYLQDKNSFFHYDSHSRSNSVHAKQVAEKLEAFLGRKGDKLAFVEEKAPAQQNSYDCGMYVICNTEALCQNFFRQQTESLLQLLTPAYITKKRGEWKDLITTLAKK
SENP7 inh: SENP7 protease inhibition; recombinant SENP7, Z-RLRGG-aminoluciferin luminescence, 40 min; inhibition, % at 5 µM; 1.5% of 330,000 active; Q9BQF6; AID 434973;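 active = inhibition above about 50% at the single test dose, limit read from the data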;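 note: plate controls were DMSO with enzyme for no effect and no enzyme buffer wells for full effect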
Target sequence (Q9BQF6 706-1050 limits assumed): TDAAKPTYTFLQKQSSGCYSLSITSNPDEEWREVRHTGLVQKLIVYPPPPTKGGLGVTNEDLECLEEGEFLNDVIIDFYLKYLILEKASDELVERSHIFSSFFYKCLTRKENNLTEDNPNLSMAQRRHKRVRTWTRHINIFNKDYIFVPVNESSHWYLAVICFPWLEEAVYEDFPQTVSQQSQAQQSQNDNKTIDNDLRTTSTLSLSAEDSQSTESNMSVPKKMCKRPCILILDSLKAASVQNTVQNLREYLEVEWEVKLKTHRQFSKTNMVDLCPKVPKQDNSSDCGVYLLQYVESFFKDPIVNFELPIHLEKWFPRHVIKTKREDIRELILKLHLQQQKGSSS
SENP6 block: inhibitors of human SENP6 protease. inhibition, % at 10 µM. Q9GZR1. Recombinant SENP6 catalytic domain, aminoluciferin luminescence. 1.8% of 330,000 active;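 active = inhibition above about 50% at the single tested dose, limit read from the data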;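 note: plate controls were DMSO wells with enzyme for no effect and DMSO wells lacking enzyme for full effect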
HKDC1 inhibitor: inhibitors of human hexokinase HKDC1 | recombinant HKDC1, G6PDH/diaphorase resazurin coupled fluorescence | 0.16% of 340,000 active | inhibition, % at 20 µM | AID 493160;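 active = inhibition above about 35% when tested at 20 µM, limit read from the data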;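 note: plate controls were DMSO wells with enzyme for no effect and DMSO wells lacking enzyme for full effect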
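Test system: recombinant HKDC1 (HK5) hexokinase enzyme, produced in-house / Doses: 20 µM test compound, 1% DMSO / Timing: 90 min, room temperature / Detection: G6PDH/diaphorase-coupled fluorescence, 1 mM NADP, 100 µM resazurin, 525/613 nm / Control set: DMSO wells with and without enzyme mix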
SENP8 block-2: SENP8 (human) protease inhibition | Q96LD8 | recombinant SENP8, Nedd8 substrate fluorescence | inhibition, % at 20 µM | 0.64% of 360,000 active | AID 602440; in the data active = inhibition mostly above about 40%, no sharp cut-off; inactive = mostly below about 27%
SENP1 FRET inh: blocks the human SENP1 SUMO protease catalytic domain | Q9P0U3 | inhibition, % at 10 µM | AID 624204 | 0.21% of 360,000 active | recombinant SENP1 catalytic domain, CyPet-SUMO1-YPet FRET cleavage;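 active = inhibition at least 30% at 10 µM, raw YFP signal under a set limit, fluorescence ratio 0.5 to 1.5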;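 note: 0% = enzyme with DMSO and 100% = no enzyme wells; some results filed as inactive read as strong as hits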
Target sequence (Q9P0U3 419-644 limits assumed): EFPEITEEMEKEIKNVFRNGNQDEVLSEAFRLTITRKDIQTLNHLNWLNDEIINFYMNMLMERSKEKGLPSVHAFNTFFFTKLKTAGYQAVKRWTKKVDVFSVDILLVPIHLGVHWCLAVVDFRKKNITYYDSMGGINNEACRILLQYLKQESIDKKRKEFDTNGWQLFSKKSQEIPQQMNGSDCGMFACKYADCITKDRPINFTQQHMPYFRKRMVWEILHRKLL
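material = recombinant human SENP1 catalytic domain, His6-tagged | quantity = 20 pM enzyme | reagent = 25 nM SUMO1 FRET substrate | compound dosing = 10 µM single point, 0.5% DMSO | timing = 50 min enzyme reaction, room temperature, light-protected | detection = FRET, CFP and YFP emission | control set = no-enzyme low, enzyme-DMSO high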
UBC13 inh: blocks human UBC13 polyubiquitin chain formation | P61088 | TR-FRET | inhibition, % at 20 µM | 0.47% of 330,000 active; in the data active = inhibition above about 45%, passing the limit was not always enough
Target sequence (P61088 whole entry, looked up): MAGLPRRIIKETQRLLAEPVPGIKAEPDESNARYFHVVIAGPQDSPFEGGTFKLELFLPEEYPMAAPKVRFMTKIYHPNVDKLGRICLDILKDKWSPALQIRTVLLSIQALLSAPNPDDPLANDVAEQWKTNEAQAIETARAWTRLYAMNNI
PfGluPho inh: PfG6PD (Plasmodium falciparum) enzyme inhibition. PfGluPho enzyme, NADPH resazurin-diaphorase fluorescence. inhibition, % at 20 µM. 0.78% of 350,000 active. AID 504690;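 active = inhibition reaching at least a set limit at 20 µM in the primary screen, cut at about 59% in these data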;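 note: 0% = DMSO wells with substrate and 100% = DMSO wells lacking glucose-6-phosphate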
MIN6 prolif: MIN6 beta-cell proliferation induction. proliferation, % at 10 µM. 0.29% of 330,000 active. MIN6 cells proliferation, ATPlite luminescence, 48 h; cells starved in 0.2% serum; 100% = growth in 10% serum. AID 2380;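 active = compounds whose signal lies at least 3.5 SD above the mean of all wells on their plate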;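 note: 0% = DMSO-treated cells in low-serum medium and 100% = 10% serum control; some compounds called inactive have numbers as strong as hits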
The depositor's hits bear a star; · = not tested or not shown.

No.	SMILES	SENP8 block-1	SENP7 inh	SENP6 block	HKDC1 inhibitor	SENP8 block-2	SENP1 FRET inh	UBC13 inh	PfGluPho inh	MIN6 prolif
1	Cn1c(=O)c2c(ncn2CC(O)CNc2ccc(Br)cc2)n(C)c1=O (stereo not given)	1	5	-6	-6	17	-1	1	3	-2
2	CC(=O)c1cnc(-c2ccccc2Cl)s1	-15	-4	-27	-2	2	-1	9	4	-4
3	CCC(=O)N1CCN(C(=O)CC)C1c1ccccc1	4	8	0	2	16	1	3	-7	-3
4	Cc1cc(C)n2cc(CSC3=NCCS3)nc2n1	-3	-7	-34	-16	-413	-2	5	14	-1
5	O=C(NCc1ccccc1)C1Nc2ccc(OC(F)(F)F)cc2C2C=CCC12 (stereo not given)	-9	12	6	3	5	-3	-19	12	-5
6	Cc1ccc(NC(=O)Cn2nnc(C(=O)NCCc3ccccc3)c2N)cc1Cl	4	-4	-8	4	6	1	11	3	4
7	Cc1ccc(Nc2nc(N)nc(CN3CCN(c4ccccc4F)CC3)n2)cc1	-14	-1	-28	3	10	0	-4	-11	-4
8	Cc1cc(C)cc(NC(=S)/C(=C(\[O-])c2ccc(Cl)cc2Cl)[n+]2ccccc2)c1	-2	1	-15	-1	10	-5	-3	-2	-5
9	CCOC(=O)c1cc(C(=O)OCC)c(=O)[nH]c1N1CCCCC1	-2	-6	-6	-10	11	-1	-22	16	-2
10	CS(=O)(=O)N1CCN(CC2CC3C=CC2C3)CC1 (stereo not given)	-13	-7	3	-6	16	1	-13	9	-4
11	O=C(NCc1ccco1)c1cc(S(=O)(=O)N2CCCC2)ccc1Cl	-1	1	5	1	4	0	0	6	-2
12	O=C(Nc1ccc(CN2CCOCC2)cc1)c1ccc(Br)cc1	3	12	11	-1	10	1	-2	13	-2
13	CC1(C)Cc2c(C#N)c(NCCN3CCOCC3)nc(-c3ccco3)c2CO1	-1	5	-2	3	12	3	0	-1	3
14	COc1ccccc1NC(=O)N1CCc2c([nH]c3ccccc23)C1C(F)(F)F (stereo not given)	1	0	1	1	21	-1	13	-7	-1
15	C=CCc1ccccc1OCC(O)CN(C(C)C)C(C)C (stereo not given)	6	4	-4	-2	14	1	6	8	2
16	Cc1ccc(N2CC(C(=O)OCC(=O)c3ccc([N+](=O)[O-])cc3)CC2=O)cc1 (stereo not given)	-3	-4	-21	-2	8	1	-4	60*	0
17	CCOc1ccccc1NC(=O)[C@@H](NC(=O)c1ccccc1F)C(C)C	-4	2	-2	-6	14	1	4	2	0
18	CCc1ccccc1N(CC)C(=O)c1cn(CC)c(=O)c2cc(OC)c(OC)cc12	4	14	2	5	23	2	-2	9	0
19	COc1cc2c(cc1OC)CN(C(=O)CCC(=O)c1ccc(F)cc1)CC2	5	0	7	-1	-24	-15	2	-4	-2
20	CCn1c(O)c2ccc(C(=O)N=NC(=O)c3ccccc3)cc2c1O	-14	7	-8	-1	14	1	-6	-1	0
21	C[C@]12C=CC(=O)C=C1CC[C@@H]1C2[C@@H](O)C[C@@]2(C)C1CC[C@]2(O)C(=O)COC(=O)CCC(=O)O (stereo not given in full)	4	7	-13	-1	1	1	7	2	-2
22	Cc1cc(N2C(=O)C(O)=C(C(=O)c3cccs3)C2c2ccc(F)cc2)no1 (stereo not given)	2	-7	-3	2	2	-14	-7	-24	-1
23	COCC(C)NC(=O)CSc1nc2nn(-c3ccccc3)c(=O)c-2c2n1CCCCC2 (stereo not given)	-1	9	3	-1	23	1	-1	-9	1
24	O=C(NCc1ccc2c(c1)OCO2)c1cccs1	0	8	-30	1	7	-1	4	-11	-2
25	COc1ccc(-c2nnn(CC(=O)N(CCCN3CCOCC3)C(C(=O)NC3CCCC3)c3ccco3)n2)cc1 (stereo not given)	-8	-7	8	-5	8	1	-1	-7	-4
26	CC(NC(=O)CSc1cccc(C(F)(F)F)c1)c1ccccc1 (stereo not given)	-5	6	16	-2	13	1	-8	10	-1
27	Cc1cccc(N(Cc2ccccc2)C(=O)c2ccc(CS(C)(=O)=O)cc2)c1	-3	12	-8	-4	5	1	-6	3	-2
28	CCOC(=O)c1sc(NC(=O)CSc2nnc(Cc3ccccc3)o2)c(C(=O)OCC)c1C	-1	-10	-3	18	6	4	-3	2	-4
29	Cn1c2ccccc2c2nnc(SCC(=O)Nc3cccc(C(=O)O)c3)nc21	-3	1	0	5	5	1	-5	-21	0
30	Cn1cccc/c1=N\c1cccc[n+]1C	-5	-6	-13	5	-92	2	-2	1	-4
31	Cc1ccc(S(=O)(=O)NCC(=O)N(CC(=O)NCc2ccccc2)CC2CCCO2)cc1 (stereo not given)	3	3	-10	-8	18	4	3	-9	1
32	CCCCNC(=O)n1c(=O)oc2ccc(Cl)cc21	-2	3	2	-4	20	0	0	0	-1
33	COCc1nnc(NC(=O)CCc2ccc(OC)cc2)s1	-7	11	4	-7	4	2	5	-14	-3
34	O=C(O)c1ccccc1Cc1ccc2c(c1)CCCC2	·	·	·	3	-1	3	·	-8	·
35	CCOC(=O)C1C(=O)NC(c2ccccc2)=NC1c1ccc(OC)cc1 (stereo not given)	-1	1	4	3	17	0	-11	-11	-3
36	O=C(CNC(=O)c1ccncc1)N/N=C/c1ccccn1	-13	0	-10	-5	7	1	-14	12	0

Molecules from the list above that have a Cl atom, in the order listed:
No.	SMILES	SENP8 block-1	SENP7 inh	SENP6 block	HKDC1 inhibitor	SENP8 block-2	SENP1 FRET inh	UBC13 inh	PfGluPho inh	MIN6 prolif
2	CC(=O)c1cnc(-c2ccccc2Cl)s1	-15	-4	-27	-2	2	-1	9	4	-4
6	Cc1ccc(NC(=O)Cn2nnc(C(=O)NCCc3ccccc3)c2N)cc1Cl	4	-4	-8	4	6	1	11	3	4
8	Cc1cc(C)cc(NC(=S)/C(=C(\[O-])c2ccc(Cl)cc2Cl)[n+]2ccccc2)c1	-2	1	-15	-1	10	-5	-3	-2	-5
11	O=C(NCc1ccco1)c1cc(S(=O)(=O)N2CCCC2)ccc1Cl	-1	1	5	1	4	0	0	6	-2
32	CCCCNC(=O)n1c(=O)oc2ccc(Cl)cc21	-2	3	2	-4	20	0	0	0	-1

(cont.)
No.	SMILES	SENP8 block-1	SENP7 inh	SENP6 block	HKDC1 inhibitor	SENP8 block-2	SENP1 FRET inh	UBC13 inh	PfGluPho inh	MIN6 prolif
37	COc1cc(/C=C/C(=O)O)ccc1OCc1cnc(Cl)s1	0	2	11	-9	-10	0	0	-3	4
38	COC(=O)c1cccc(C(=O)N2CCC(CCC(=O)NCc3ccc(F)cc3)CC2)c1	-1	2	3	-2	13	0	-3	-1	2
39	O=C(CSc1nnc2ccc(-c3ccncc3)nn12)N1CCCCC1	-4	6	17	-2	14	1	-8	-21	-3
40	O=CN/C=C/c1cccc(O)c1	·	·	·	-1	18	3	·	9	·
41	Cc1cccc(N2CC(C(=O)Nc3nccs3)CC2=O)c1C (stereo not given)	-7	-1	-18	-3	14	2	3	4	-1
42	CC(C)Nc1nc(NC(C)C)nc(Oc2ccc(/C=N/O)cc2)n1	4	7	7	0	8	1	2	15	0
43	CCCCCOc1ccccc1C(=O)NCCCC(=O)O	5	0	-3	2	5	0	-3	-2	-2
44	O=c1nc2ccccc2c2n1CC(CN1CCN(c3cccc(Cl)c3)CC1)N2 (stereo not given)	-3	-5	-19	-9	7	1	-9	-5	2
45	CC(C)(C)OC(=O)C[C@@H]1C/C=C\C[C@@H](CC(=O)N(CCO)Cc2ccccc2)C(=O)N[C@H](Cc2c[nH]c3ccccc23)COC1=O	-6	-3	-17	-4	1	-1	-11	19	-5
46	COC(=O)C1=C(C)NC(C)=C(C(=O)OCCN(C)Cc2ccccc2)C1c1cccc([N+](=O)[O-])c1 (stereo not given)	6	13	-6	0	16	1	15	20	-8
47	Cc1ccc(-c2nnc(-c3ccccc3Br)o2)cc1	86*	83*	90*	-3	13	1	2	6	-4
48	O=C(CC1CCCCC1)Nc1ncn[nH]1	-1	0	-4	0	11	2	4	-15	-2

One compound at a time (already shown):
Results for `Cc1ccc(-c2nnc(-c3ccccc3Br)o2)cc1` : SENP8 block-1 = 86*; SENP7 inh = 83*; SENP6 block = 90*; HKDC1 inhibitor = -3; SENP8 block-2 = 13; SENP1 FRET inh = 1; UBC13 inh = 2; PfGluPho inh = 6; MIN6 prolif = -4
Results for `O=C(CSc1nnc2ccc(-c3ccncc3)nn12)N1CCCCC1` : SENP8 block-1 = -4; SENP7 inh = 6; SENP6 block = 17; HKDC1 inhibitor = -2; SENP8 block-2 = 14; SENP1 FRET inh = 1; UBC13 inh = -8; PfGluPho inh = -21; MIN6 prolif = -3

Next records
No.	SMILES	SENP8 block-1	SENP7 inh	SENP6 block	HKDC1 inhibitor	SENP8 block-2	SENP1 FRET inh	UBC13 inh	PfGluPho inh	MIN6 prolif
49	Cc1cccc(C(=O)NC2CCN(CC(=O)N3CCOCC3)CC2)c1	3	-5	-7	1	6	-5	5	-2	0
50	C/C(CC(=O)Nc1ccc(N(C)C)cc1)=N\NC(=O)c1ccc([N+](=O)[O-])cc1	-14	-13	-15	-2	24	1	-6	-8	0
51	CCOC(=O)C(NC(=O)c1ccccc1)(OCc1ccc(F)cc1)C(F)(F)F (stereo not given)	-10	-5	-3	-10	9	3	-4	7	0
52	Cc1ccc2c(c1)C1CC(C)(O2)N(c2cccc(C(=O)N3CCN(c4ccccn4)CC3)c2)C(=O)N1 (stereo not given)	4	1	3	4	9	0	1	-9	1
53	O=C(N/N=C/c1ccoc1)c1ccccc1O	-2	9	-12	3	-45	1	-6	-2	3
54	C=CCn1c(SCC(=O)NC2CCS(=O)(=O)C2)nnc1-c1ccc(Cl)cc1 (stereo not given)	7	4	-7	-1	16	1	2	2	-1
55	CC(C)(C)NC(=O)C[C@H]1C[C@H](C(=O)N2CCOCC2)[C@@]2(CCC3CCCC3)c3[nH]c4ccc(Cl)cc4c3CCN2C1=O	·	-8	·	3	22	0	·	15	·
56	CCc1nnc(NS(=O)(=O)c2ccc(N=CC3=C(O)CC(C)(C)CC3=O)cc2)s1	-10	-9	-26	-6	27	1	-14	-13	-2

Compound activity as filed in PubChem BioAssay.
